RAD54 branch: inhibitors of human RAD54 branch migration; Q92698; RAD54 Holliday junction branch migration, FAM/BHQ fluorescence; inhibition, % at 10.4 µM; 360,000 tested, 0.14% active; AID 602329;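 active = mean normalized replicate activity at least 40 and at least half of replicates scoring 40 or more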;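 also: 0% = median of neutral control wells and 100% = median of positive control wells; inhibitors cause a drop in the FAM fluorescence signal; in these data hits start at about 50%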
Target sequence (Q92698 whole entry, looked up): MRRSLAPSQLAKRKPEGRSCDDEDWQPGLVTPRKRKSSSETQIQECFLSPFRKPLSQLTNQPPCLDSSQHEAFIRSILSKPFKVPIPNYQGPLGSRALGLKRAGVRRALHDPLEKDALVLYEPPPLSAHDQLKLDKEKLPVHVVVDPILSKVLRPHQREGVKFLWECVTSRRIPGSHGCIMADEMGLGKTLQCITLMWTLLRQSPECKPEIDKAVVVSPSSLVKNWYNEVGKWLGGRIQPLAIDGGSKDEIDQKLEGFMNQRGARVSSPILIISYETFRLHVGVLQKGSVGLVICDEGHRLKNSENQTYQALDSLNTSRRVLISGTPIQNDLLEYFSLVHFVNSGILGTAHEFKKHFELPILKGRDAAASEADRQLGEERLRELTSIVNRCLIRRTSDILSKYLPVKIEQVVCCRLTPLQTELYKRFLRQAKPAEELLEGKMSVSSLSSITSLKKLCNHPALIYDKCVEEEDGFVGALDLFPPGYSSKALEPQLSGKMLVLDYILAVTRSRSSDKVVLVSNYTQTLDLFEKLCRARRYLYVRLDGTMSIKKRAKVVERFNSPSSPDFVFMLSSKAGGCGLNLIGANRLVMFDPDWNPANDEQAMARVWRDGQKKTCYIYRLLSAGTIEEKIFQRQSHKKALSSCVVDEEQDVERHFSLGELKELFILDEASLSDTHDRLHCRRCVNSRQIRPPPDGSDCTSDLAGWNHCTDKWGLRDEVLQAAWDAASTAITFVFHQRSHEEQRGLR
ARNT-TACC3 inh: disrupts binding between human ARNT and TACC3 | AlphaScreen His-ARNT PAS-B/GST-TACC3 binding, luminescence; TACC3 fragment carries E629A point mutation | inhibition, % at 9.99 µM | 390,000 tested, 0.66% active | AID 623870;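 active = mean inhibition of replicates at least 50% and at least half of replicates each reaching 50%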;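 also: 0% = complete ARNT plus TACC3 wells and 100% = ARNT alone without TACC3; many hits fall short of the cut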
esBAF inh: SWI/SNF esBAF complex inhibition | AID 602393 | reporter increase, % at 12.5 µM | mouse ES cells, Bmi1-luciferase knock-in reporter, 24 h; 100% = twice the neutral-well signal | 350,000 tested, 2% active; in the data active = activation above about 40%;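 also: 0% = median of the plate's neutral control wells and 100% = double that signal; a rise in the Bmi1 reporter signal indicates esBAF inhibition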
An asterisk follows results filed as active; & = joins results of further samples. The list is partial; rates above refer to the full screens.

SMILES	RAD54 branch	ARNT-TACC3 inh	esBAF inh
CCOc1cc(C2C(C(=O)c3ccccc3)=C(C(=O)OC)Nc3nnnn32)ccc1O (stereo unspecified)	-4	-2	6
COc1ccc(N/C(=N\c2nc(C)cc(C)n2)NC(C)=O)cc1OC	13	3	18
N#Cc1ccc(CSc2nnc(-c3cccs3)n2-c2ccccc2)cc1	11	-3	3
COc1ccc(C)cc1S(=O)(=O)NC1CCCCC1	-4	4	-7
Cc1cc(C)c(NC(=O)C2CCN(c3cnccn3)CC2)c(C)c1	-2	3	-6
CCn1c(SCC(=O)NCC2CCCO2)nnc1-c1c[nH]c2ccccc12 (stereo unspecified)	0	-9	10
COc1ccccc1NC(=O)c1cnc2n(c1=O)CCS2	-4	0	38
CC(C)CCOC(=O)C1[C@H]2C(=O)N(Cc3cccs3)C[C@]23C=C[C@H]1O3 (stereo partly specified)	-3	-3	7
Cc1nc2ccc(NS(=O)(=O)c3ccc(C)c(C)c3)cc2s1	5	-56	1
CC(C)c1cc(C(=O)O)on1	-7	-3	1
O=C(CCSc1nc(-c2ccco2)cc(C(F)(F)F)n1)NCc1cccs1	-9	2	2
CC1=C(C#N)CCC(=O)N1Cc1ccc(C)cc1	8	-4	-13
CCOc1ccc(NS(=O)(=O)c2ccc3c(c2)oc(=O)n3C)cc1	-2	-7	6
CSCCC1NC2(C(=O)Nc3ccc(Cl)cc32)[C@@H]2C(=O)N(C3CCCC3)C(=O)[C@H]12 (stereo partly specified)	7	-21	-2
O=c1c2[nH]c3ccc(Br)cc3c2ncn1CCCn1ccnc1	0	79*	1
On1cnnc1-c1ccccc1	3	-4	-5
O=C(NCc1ccccc1)C1CC(=O)N(c2ccc(OCC(=O)N3CCCC3)cc2)C1 (stereo unspecified)	3	3	-6
CC(=O)OC1c2c(ccc3ccc(=O)oc23)OC(C)(C)C1OC(=O)CC(C)C (stereo unspecified)	3	-2	-8
Cc1ccc2[nH]c(=O)c(CN(Cc3ccc4c(c3)OCO4)Cc3nnnn3Cc3ccco3)cc2c1	-7	8	2
c1ccc(COc2ccc(Oc3nc(N4CCCCC4)nc(N4CCOCC4)n3)nn2)cc1	-10	16	6
Clc1ccc(-n2nnnc2SCc2cn3ccccc3n2)cc1	-5	3	-2
CCOc1ccc2nc(NC(=O)c3ccc(S(=O)(=O)N4CCOCC4)cc3)sc2c1	0	0	-1
CCOc1ccc(C(CC(=O)O)NC(=O)COc2ccccc2)cc1 (stereo unspecified)	-13	-7	-4
Cc1ccc(Cn2c(=N)n(CC(O)c3ccco3)c3ccccc32)cc1 (stereo unspecified)	0	0	3
CCNC(=O)c1c(O)c2ccccc2[nH]c1=O	8	1	8
Cc1ccc(N2C(=O)[C@@H]3[C@H](C2=O)[C@H]2C=CC=NN2[C@@H]3C(=O)Nc2ccc(Cl)cc2)cc1	-7	12	4
Cn1c(/C(C#N)=C/Nc2ccccn2)nc2ccccc21	-6	-5	9
Fc1cc(F)c2nc(N3CCCCC3)sc2c1	-2	-7	66*
C#CCOCCOCCOCCNc1nc(N2CCN(C(=O)C(Cc3cc4ccccc4[nH]3)n3cc(C(N)C(C)CC)nn3)CC2)nc(N2CCN(C(=O)C(Cc3cc4ccccc4[nH]3)n3cc(C(N)C(C)CC)nn3)CC2)n1 (stereo unspecified)	9	-7	-7
O=C(C1CCCN(Cc2cccnc2)C1)N1CCCCC1 (stereo unspecified)	0	-7	-4
CCCc1nc(SCC(=O)Nc2nnc(CC)s2)c2c(C)c(C)sc2n1	1	1	5
COc1cc(OC)c(C#N)c(S(=O)Cc2ccccc2)c1 (stereo unspecified)	-8	12	-3
c1nc2sc3c(c2c2nnnn12)CCC3	-4	3	-9
CCN(CC(=O)NC1CCS(=O)(=O)C1)C(=O)C(c1ccccc1)c1ccccc1 (stereo unspecified)	-12	-3	8
COc1cccc(Oc2coc3c(CN4CCOCC4)c(O)ccc3c2=O)c1	-5	-4	6
COc1ccc(C(=O)NNC(=O)CSc2nnc(COc3ccc4ccccc4c3)n2C)cc1	-13	-5	0
O=C1c2ccccc2C(=O)N1c1cccc(-c2nc3ccccc3o2)c1	6	-5	-7
COc1ccc(C(C(=O)NC2CCCC2)N(C(=O)c2snc(-c3ccc(F)cc3)c2N)c2ccc(F)cc2)cc1 (stereo unspecified)	-4	-7	-7
COc1cccc(N/C(SC)=C(/C#N)C(N)=O)c1	-14	-6	0
COc1cccc(NC(=O)N[C@@H](Cc2ccccc2)C(=O)O)c1	-5	-5	-7
C=CCn1c(-c2ccccc2)ccc(C#N)c1=O	-3	8	0
Cc1ccc(C(=O)Nc2c(C(=O)N3CCOCC3)cnn2-c2ccccc2)cc1	-6	-8	-3
CC1=CC2(C#N)C3(N=C(N)C2(C#N)C(c2ccccc2)N1)OCCO3 (stereo unspecified)	-19	-4	0
CCCOc1ccc(C(=O)CCN2CCCCC2)cc1	9	-10	-13
CCc1c(C)c(C#N)c2nc3ccccc3n2c1NCC1CCCO1 (stereo unspecified)	14	-16	0
O=C(CNC(=O)c1cc2c(s1)CCC2)Nc1ccccc1Br	-4	-9	31
O=C(CSc1ccc(Cl)cc1)Nc1ccc(N2CCN(C(=O)c3ccco3)CC2)cc1	4	-3	-9
CCN(CC)S(=O)(=O)c1ccc(Cl)c(C(=O)Oc2cccc(-c3cnc4ccccc4n3)c2)c1	4	-8	29
CCCOc1ccc(N2C(=O)CC(N(CCC)C(=O)CCC(=O)O)C2=O)cc1 (stereo unspecified)	5	-6	-8
CCOC(=O)c1sc(NC(=O)CSc2nc(C)cc(C)c2C#N)c(C#N)c1C	2	-6	2
Cc1cc(C)nc(NN2C(=O)C=CC2=O)n1	-10	18	-5
CCC(=O)Nc1ccc(C(=O)OCC(=O)c2ccc(C)c([N+](=O)[O-])c2)cc1	7	0	8
CCOc1ccccc1N1CCN(c2nc(N)c(C#N)c(CC#N)c2C#N)CC1	-13	1	-4
O=C(Cn1nnc(-c2ccccc2)n1)NCc1ccccc1	9	8	13
COc1ccc(OC)c(NC(=O)C2CC(=O)N(CCc3ccc(F)cc3)C2)c1 (stereo unspecified)	-4	21	3
COC(=O)c1[nH]c2ccc(F)cc2c1NC(=O)C1=COCCO1	-1&-21	6&0	4&0
CCOC(=O)N1CCN(C(=O)c2ccc3c(SCC(=O)O)c4c(nc3c2)CCCC4)CC1	-11	6	1
CC(=O)OCCOc1nc(N(C)C)nc(N(C)C)n1	-5	0	-4
COC(=O)Cc1c(C)c2ccc(OCC(C)=O)c(C)c2oc1=O	2	-9	26
CC(/C=N/NC(=O)Cc1cccn1C)=C\c1ccco1	5	-3	1

The list continues.
SMILES	RAD54 branch	ARNT-TACC3 inh	esBAF inh
CC(=O)c1cc2c(cc1NS(=O)(=O)c1ccccc1)OCO2	2	-2	5
COC(=O)c1c(NC(=O)CN2CCN(C(=O)c3ccco3)CC2)c2cc(C)ccc2n1C	7	-4	18
COc1ccc(S(=O)(=O)NCC(c2cccnc2)N2CCN(c3ccc(F)cc3)CC2)cc1C (stereo unspecified)	0	8	0
Nc1ccc(C(=O)OCC(=O)NC2CCCc3ccccc32)cc1[N+](=O)[O-] (stereo unspecified)	1	5	6
COCCSc1nnc(NC(=O)Cc2ccccc2OC)s1	-1	3	2
CCOc1ccc(-c2cc(C(=O)O)c3ccccc3n2)c(OCC)c1	-8	-3	4
O=C(C1CCCN(Cc2ccccc2C(F)(F)F)C1)N1CCCCC1 (stereo unspecified)	6	-3	7
CC(=O)c1c(C)nc(C)nc1NC(=O)C(C)C	2	-7	-1
N/C(=N\OC(=O)c1ccccc1Cl)c1cccnc1	4	-7	22
N=c1c(C(=O)NCc2ccc(F)cc2)cc2c(=O)n3ccccc3nc2n1Cc1ccco1	13	-5	29
CCN(CCNC(=O)C1CCCN(Cc2nc(-c3ccc(OC)cc3)oc2C)C1)c1ccccc1 (stereo unspecified)	8	15	-3
Cc1sc2nc(CN3CCN(S(=O)(=O)c4cccc5nonc45)CC3)[nH]c(=O)c2c1C	2	-5	0
CC(C)c1ccc2oc(=O)cc(CN3CCN(c4ccc(F)cc4)CC3)c2c1	9	-2	-6
O=C(CCCn1c(SCC(=O)NCC2CCCO2)nc2ccccc2c1=O)NCC1CCCO1 (stereo unspecified)	11	-2	-1
Cc1ccc(/C=C/C(=O)c2ccc(C)cc2)cc1	12	-5	17
O=C(COC(=O)c1cccc(Oc2ccccc2)c1)NCc1ccco1	15	-13	11
CCOC(=O)c1sc(NC(=O)c2c(OC)cccc2OC)nc1C	-4	0	-5
Cc1ccccc1CN1CCN(CC(=O)NCCCN2CCN(c3ccc(F)cc3)CC2)C1=O	3	-1	1
O=c1cc2c(nn1Cc1ccc(Cl)cc1Cl)-c1ccccc1CC2	1	-18	4
O=C(CSc1ccccc1Cl)N1CCC(c2nc3ccccc3s2)CC1	-6	6	15
COc1ccc(S(=O)(=O)N(CC(=O)NC2CC2)c2ccc(C)cc2)cc1OC	3	-2	-3
O=C(CNC(=O)c1cccc(Br)c1)NCCc1nc2ccccc2[nH]1	-5	-6	-4
CCCNC(=O)c1ccccc1NC(=O)c1ccc(CSc2ccccc2)cc1	13	-9	5
CS(=O)(=O)c1ccc2nc(NC(=O)Oc3ccccc3)sc2c1	3	-4	4
COc1ccc(-c2nc(CS(=O)(=O)CC(=O)NCCc3cc(OC)ccc3OC)c(C)o2)cc1	-13	1	-15
c1ccc2c(-c3nc(C4CCCCC4)no3)cc(-c3ccncc3)nc2c1	8	17	-5
O=C1CCCN1C(=O)CCC(=O)N1CCCC1=O	0	0	-12
CCC12CC3CC(C1)CC(C(=O)O)(C3)C2	-3	1	-8
CCc1c(C)nc2[nH]nc(-c3ccccc3C)n2c1=O	0	3	7
O=C1CS/C(=N\C(=O)N2c3ccccc3Sc3ccccc32)N1	6	-10	10
O=C(O)C1C(c2ccccc2)C(C(=O)OCCCO)C1c1ccccc1 (stereo unspecified)	-9	-1	-8
COc1ccc(-c2nn3c(-c4ccco4)nnc3s2)cc1OC	-14	14	3
CCCCCCOC(=O)C(C#N)c1nc2ccccc2nc1N1CCN(C)CC1 (stereo unspecified)	26	18	-5
CC(NC(=O)c1ccccc1Cl)c1nnc(SCC(=O)Nc2ccc(C(=O)O)cc2)n1C (stereo unspecified)	1	2	9
COc1ccc(CCNS(=O)(=O)c2ccc(C(=O)NCc3ccco3)cc2)cc1OC	6	3	-6
CCOc1c(Cl)cnn(-c2ccc(C)cc2)c1=O	-2	-3	15
COc1ccccc1NC(=O)CN1C(=O)C(C)Oc2ccccc21 (stereo unspecified)	-9	-7	-7
COc1ccc(-c2cc(C(F)(F)F)n3ncc(C(=O)NCC4CCCO4)c3n2)cc1OC (stereo unspecified)	-12	20	-1
O=C(N/N=C(\c1ccccc1)c1cccnc1)C(O)(c1ccccc1)c1ccccc1	-4	17	16
CC(=O)ON1C(C)(C)CC(OC(=O)c2ccccc2)CC1(C)C	3	3	10
O=c1[nH][nH]c(C(F)(F)F)c1C=Nc1cccc(Cl)c1	4	-5	-2
CCCCOC(=O)C(C#N)c1nc2ccccc2nc1N1CCOCC1 (stereo unspecified)	-3	0	-5
CC1(C)NC(=O)N(CCCCOc2ccc3ccccc3c2Cl)C1=O	-2	-15	53*

Screening data: PubChem, Broad Institute
